# Screens from PubChem BioAssay.
# RAD52 inh: blocks human RAD52 DNA annealing | P43351 | recombinant RAD52 DNA annealing, FRET fluorescence | inhibition, % at 18.7 µM | 360,000 tested, 0.46% active | AID 651710;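 active means every replicate showing at least 50% inhibition; inconclusive means mean inhibition at least 50% but not in every replicate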
# XiGFP reactiv: activators of X-chromosome reactivation in mouse fibroblasts; XiGFP mouse fibroblasts, % GFP-positive cells imaging, 3 d; cells co-treated with 5-aza-dC sensitizer; scaled so ellipticine positive control = 100%; 360,000 tested, 0.055% active; activation, % at 7.58 µM;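 active means mean normalized replicate activation at least 10% and every replicate at or above 10%; inconclusive means only one of the two criteria met; inactive means mean below 10% and not all replicates reach 10%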;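 further: 0% = median of on-plate neutral control wells and 100% = ellipticine 6 µM median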
#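 material = 68-5-11 XiGFP fibroblast line | medium = DMEM plus 5-aza-dC sensitizer | schedule = 3 days compound exposure | benchmarks = positive control ellipticine, 6 µM final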
# RAD54 branch: RAD54 (human) branch migration inhibition. 360,000 tested, 0.14% active. inhibition, % at 10.4 µM. RAD54 Holliday junction branch migration, FAM/BHQ fluorescence. Q92698. AID 602329;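 active means mean normalized replicate activity at least 40 and at least half of replicates scoring 40 or more; inconclusive means only one of the two criteria met; inactive means mean below 40 and under half of replicates reaching 40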;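 further: 0% = median of neutral control wells and 100% = median of positive control wells; inhibitors cause a drop in the FAM fluorescence signal; in these data hits start at about 50%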
# Target sequence (Q92698 whole entry, looked up): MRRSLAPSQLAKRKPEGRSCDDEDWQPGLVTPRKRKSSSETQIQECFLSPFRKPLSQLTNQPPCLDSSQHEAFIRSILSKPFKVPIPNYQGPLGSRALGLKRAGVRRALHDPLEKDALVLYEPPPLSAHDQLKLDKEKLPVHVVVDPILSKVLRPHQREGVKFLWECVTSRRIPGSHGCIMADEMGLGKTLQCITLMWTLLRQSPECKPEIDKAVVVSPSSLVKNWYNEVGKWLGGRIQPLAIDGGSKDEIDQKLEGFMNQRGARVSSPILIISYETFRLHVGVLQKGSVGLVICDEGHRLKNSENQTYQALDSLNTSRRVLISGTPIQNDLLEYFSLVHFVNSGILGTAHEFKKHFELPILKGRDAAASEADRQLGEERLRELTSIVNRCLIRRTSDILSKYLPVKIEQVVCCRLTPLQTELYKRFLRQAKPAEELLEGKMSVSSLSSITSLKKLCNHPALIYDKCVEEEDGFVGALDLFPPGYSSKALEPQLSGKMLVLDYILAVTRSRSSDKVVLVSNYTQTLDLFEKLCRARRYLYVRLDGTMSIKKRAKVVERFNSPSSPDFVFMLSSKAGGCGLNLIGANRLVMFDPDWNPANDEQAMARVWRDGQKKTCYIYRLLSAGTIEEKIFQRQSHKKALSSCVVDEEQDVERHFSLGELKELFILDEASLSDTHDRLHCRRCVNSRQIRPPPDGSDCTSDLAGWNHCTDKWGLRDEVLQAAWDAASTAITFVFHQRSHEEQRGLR
# E-sel inducer: E-selectin induction on HUVECs | 260,000 tested, 0.37% active | activation, % at 7.58 µM | P16581 | AID 686992 | HUVEC E-selectin immunofluorescence imaging; normalized: neutral wells 0, TNF-alpha wells 100;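 active means mean E-selectin-positive cell signal at least 10% of the positive control, reached in at least 60% of replicates, without over 20% cell loss; inconclusive means no rule given, readout overlaps actives, possibly toxicity-flagged; inactive means the rest, including those meeting only one limit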;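 further: in these data hits start at about 27%; measured in HUVEC primary endothelial cells; signal is the percent of cells scored E-selectin positive by PE staining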
#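 Test system – human umbilical vein endothelial cells (HUVEC), E-selectin induction · Input – 3,000 HUVEC seeded per well · Buffer or medium – EGM-2, gelatin · Compound dosing – single-point compound dose · Detection – immunofluorescence imaging · Measure – percent E-selectin-positive cells · Controls – TNF-alpha high, DMSO low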
# DENV2 CPE rescue: DENV2-induced cell death inhibition; DENV2-infected cells, cytopathic effect rescue, plate reader; CPE inhibition, % at 9.99 µM; 350,000 tested, 1.7% active; AID 651640; in the data active means CPE inhibition above about 20%, passing the limit was not always enough; inconclusive means no clear call, values can overlap the other calls; tested in BHK-21 cells;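 further: 0% = median of neutral control wells and 100% = median of positive control wells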
# Casp6 inh: caspase-6 (human) enzyme inhibition. purified caspase-6, Z-VEID-R110 cleavage fluorescence. inhibition, % at 12.5 µM. 350,000 tested, 0.53% active. AID 686996;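 active means mean inhibition across replicates at least about 35%, with every replicate also reaching that limit, limit read from the data; inconclusive means only one of the two criteria met; inactive means neither criterion met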;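 further: 0% = median of neutral control wells and 100% = no fluorescence left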
# Target sequence (P55212 24-179 limits assumed): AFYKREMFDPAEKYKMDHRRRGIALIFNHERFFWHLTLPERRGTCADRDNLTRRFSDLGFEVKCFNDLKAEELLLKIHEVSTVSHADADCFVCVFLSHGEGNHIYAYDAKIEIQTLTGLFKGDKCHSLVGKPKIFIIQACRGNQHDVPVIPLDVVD
# Target sequence (P55212 194-293 limits assumed): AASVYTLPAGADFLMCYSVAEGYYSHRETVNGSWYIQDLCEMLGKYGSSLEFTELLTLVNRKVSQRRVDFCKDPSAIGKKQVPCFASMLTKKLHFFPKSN
# GSIS activator: primary screen for activators of insulin secretion dependent on glucose, INS-1E cells, GLuc reporter luminescence; INS-1E GLuc reporter insulin secretion, 2-3 h; activation, % at 16.6 µM; AID 743287; 370,000 tested, 0.61% active;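 active means lowest replicate activation of at least 40%, so every replicate reaches that level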;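 further: 0% = median of neutral control wells and 100% = median of IBMX positive control wells; some compounds called inactive have numbers as strong as hits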
# F508del corr: CFTR F508del correction in bronchial cells. 350,000 tested, 0.36% active. CFBE cells, YFP halide quenching; stimulated with forskolin plus potentiator P3; % fluorescence drop versus neutral controls. activity (quench increase), % at 7.58 µM. AID 720511;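 active means mean added fluorescence quench of at least 8% versus neutral control, with both replicates also reaching 8%; inconclusive means only one of the mean or replicate conditions met; inactive means mean below 8% and not both replicates reaching 8%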;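 further: cells transiently co-express mutant CFTR-F508del with the halide-sensitive YFP; corrector assay measuring rescue of mutant channel to the surface after 24 h compound exposure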
# An asterisk follows results filed as active; ? = inconclusive; . = not tested or not shown; & = joins results of further samples.
molecule,RAD52 inh,XiGFP reactiv,RAD54 branch,E-sel inducer,DENV2 CPE rescue,Casp6 inh,GSIS activator,F508del corr
N#Cc1ccc(OCC(=O)Nc2cccc(S(=O)(=O)NC3=NCCCCC3)c2)cc1,-58,-0.1,.,0.1,9,0,-4,-0.1
COc1ccc(CN2C[C@@H](CO)O[C@@H](n3cnc4c(N5CCOCC5)ncnc43)C2)cc1,-9,0.2,7,-0.2,-7,-5,33,-0.2
COc1ccc(C(=O)N2CCCN(C)CC2)cc1S(=O)(=O)N(C)Cc1ccccc1,-3,-0.1,4,-0.4,-9,5,-60,-0.8
COc1ccc(C2/C(=C(/O)c3ccc4c(c3)CC(C)O4)C(=O)C(=O)N2CCCN2CCOCC2)cc1 (configuration not stated),-10,0.0,-6,.,-2,-2,-13,0.1
CC1=C(C(=O)N(C(C)C)C(C)C)CC(CC(=O)NC2CCCCC2)C(=O)N1Cc1ccccc1 (configuration not stated),-1,-0.1,0,0.2,-1,-2,-31,1.1
CNc1cccc(-c2c(OC)cccc2OC)n1,-13,-0.1,-8,-0.1,?,1,9,-0.9
CC(=O)n1cc([C@@H]2C=C(C(=O)N3CCN(Cc4ccc5c(c4)OCO5)CC3)O[C@H](OCc3ccc(CO)cc3)C2)c2ccccc21,-105&-60,-0.2,-19&7,-0.4,-5&7,-3&0,-11,7.8&5.0
NS(=O)(=O)c1cc(C(=O)OCC(=O)NC2CCCCCCC2)ccc1Cl,-24,-0.1,-6,.,?,1,4,-3.6
COC(=O)N1CCc2c(sc(NC(=O)C3=COCCO3)c2C#N)C1,-9,1.0,-6,-1.4,-5,3,8,-0.1
O=[N+]([O-])c1ccc(Cl)cc1N/N=C/c1ccncc1,-8,0.0,5,-0.1,8,-4,2,0.4
Cc1ccc2c(c1)N(CCCC(=O)NCc1cccnc1)C(=O)CO2,-31,0.1,2,0.4,-4,-2,10,-5.0
O=C(CCCNC(=O)c1ccc(Cl)cc1)Nc1cccc(S(=O)(=O)N2CCCCC2)c1,-11,0.1,-18,-0.7,0,-7,-34,1.5
NS(=O)(=O)c1ccc(CCNCC#Cc2ccccc2)cc1,2,0.1,-1,.,0,-3,-6,4.2
C[C@H]1CN([C@@H](C)CO)C(=O)Cc2cc(NC(=O)C3CC3)ccc2O[C@H]1CN(C)Cc1ccc(-c2ccccc2)cc1,15,0.1,-4,0.5,-14,0,-7,4.5
COc1ccc(S(=O)(=O)N(C)C[C@H]2Oc3ccc(NC(=O)Nc4ccc5c(c4)OCO5)cc3CC(=O)N([C@H](C)CO)C[C@H]2C)cc1,-7,-0.1,2,36*,4,0,1,-0.9
Cc1cccc(C)c1NC(=O)CNC(=O)c1ccc2c(c1)NC(=O)CS2,-17,0.2,.,-0.1,-2,-2,.,0.0
Cc1cccc(S(=O)(=O)N(C)C[C@@H]2OCc3ccccc3-c3ccccc3C(=O)N([C@@H](C)CO)C[C@@H]2C)c1,13,-0.5,2,-0.6,?,-3,-19,-3.9
CC(C)Cn1c(=O)c(C(=O)N/N=C/c2cccc(F)c2)c(O)c2ccccc21,-1,-0.2,10,-2.3,6,-1,15,.
CO[C@@H]1CN(C)C(=O)c2ccc(NC(=O)c3ccc(-c4ccccc4)cc3)cc2OC[C@@H](C)NC[C@H]1C,48,0.1,.,0.2,10,0,32,-17
C[C@@H]1CN([C@@H](C)CO)S(=O)(=O)c2ccc(C#Cc3ccncc3)cc2O[C@@H]1CN(C)S(=O)(=O)c1ccccc1,-15,-1.3,-15,-0.3,?,-1,-16,-0.7
O=C1NC[C@H](CCCCN2C[C@H](Cc3ccccc3)N(Cc3ccccc3)C(=O)C2=O)N(CCc2ccc(O)cc2)C1=O,-10,-0.1,.,0.0,19,4,13,-1.0
COc1cc(OC)c(N(C)S(=O)(=O)c2cccc(C(=O)Nc3nc(C)cs3)c2)cc1Cl,-27,0.0,-5,.,0,3,-19,-2.1
C[C@@H]1CN([C@@H](C)CO)C(=O)c2cccc(NC(=O)c3ccncc3)c2O[C@H]1CN(C)C(=O)Nc1ccc(F)cc1,11,-0.1,-11,0.1,15,1,18,-1.0
c1cc(OCCCN2CCCCC2)ccc1CN1CCCCC1,21,0.0,0,-1.7,-5,-59,3,3.2
CCc1noc(C)c1C(=O)OCC(=O)c1ccc(NC(C)=O)cc1F,-5,0.0,-5,.,3,0,.,.

# Some of these compounds in order of heavy-atom count, smallest number first.
molecule,RAD52 inh,XiGFP reactiv,RAD54 branch,E-sel inducer,DENV2 CPE rescue,Casp6 inh,GSIS activator,F508del corr
O=[N+]([O-])c1ccc(Cl)cc1N/N=C/c1ccncc1,-8,0.0,5,-0.1,8,-4,2,0.4
COC(=O)N1CCc2c(sc(NC(=O)C3=COCCO3)c2C#N)C1,-9,1.0,-6,-1.4,-5,3,8,-0.1
CCc1noc(C)c1C(=O)OCC(=O)c1ccc(NC(C)=O)cc1F,-5,0.0,-5,.,3,0,.,.
NS(=O)(=O)c1cc(C(=O)OCC(=O)NC2CCCCCCC2)ccc1Cl,-24,-0.1,-6,.,?,1,4,-3.6
N#Cc1ccc(OCC(=O)Nc2cccc(S(=O)(=O)NC3=NCCCCC3)c2)cc1,-58,-0.1,.,0.1,9,0,-4,-0.1
COc1ccc(CN2C[C@@H](CO)O[C@@H](n3cnc4c(N5CCOCC5)ncnc43)C2)cc1,-9,0.2,7,-0.2,-7,-5,33,-0.2
CC1=C(C(=O)N(C(C)C)C(C)C)CC(CC(=O)NC2CCCCC2)C(=O)N1Cc1ccccc1 (configuration not stated),-1,-0.1,0,0.2,-1,-2,-31,1.1
CO[C@@H]1CN(C)C(=O)c2ccc(NC(=O)c3ccc(-c4ccccc4)cc3)cc2OC[C@@H](C)NC[C@H]1C,48,0.1,.,0.2,10,0,32,-17
Cc1cccc(S(=O)(=O)N(C)C[C@@H]2OCc3ccccc3-c3ccccc3C(=O)N([C@@H](C)CO)C[C@@H]2C)c1,13,-0.5,2,-0.6,?,-3,-19,-3.9
C[C@@H]1CN([C@@H](C)CO)C(=O)c2cccc(NC(=O)c3ccncc3)c2O[C@H]1CN(C)C(=O)Nc1ccc(F)cc1,11,-0.1,-11,0.1,15,1,18,-1.0

# (further entries)
# Key to letters: A = RAD52 inh; B = XiGFP reactiv; C = RAD54 branch; D = E-sel inducer; E = DENV2 CPE rescue; F = Casp6 inh; G = GSIS activator; H = F508del corr
Cc1ccc2cc(CCNC(=O)C(C)(C)C)c(=O)[nH]c2c1
  A: -2 | B: 0.0 | C: -1 | D: 3.4 | E: 9 | F: 0 | G: 2 | H: -0.2
O=C(NC1CCCCC1)N1CCC(c2nc(-c3ccc(S(=O)(=O)N4CCCC4)cc3)no2)CC1
  A: -5 | B: . | C: 12 | D: . | E: -5 | F: 0 | G: 48 | H: 2.3
CCN(C[C@H]1N[C@@](CC)(C(=O)OC)[C@H]2C(=O)N(Cc3ccccc3)C(=O)[C@@H]12)S(=O)(=O)c1ccccc1
  A: -6 | B: 0.0 | C: -1 | D: . | E: -13 | F: 0 | G: . | H: -1.9
COc1ccc(C(=O)OCC(=O)NC23CC4CC(CC(C4)C2)C3)c(O)c1
  A: -17 | B: 0.5 | C: 7 | D: -0.2 | E: 6 | F: 4 | G: -47 | H: -1.5
COc1ccc(NC(=S)Nc2cccc(Cl)c2Cl)cc1OC
  A: -7 | B: -0.8 | C: . | D: 3.2 | E: -3 | F: 5 | G: 30 | H: -0.6
C[C@@H]1CCCCO[C@@H](CN(C)Cc2ccncc2)[C@H](C)CN([C@@H](C)CO)C(=O)c2cc(NC(=O)Nc3ccccc3)ccc2O1
  A: 16 | B: 0.1 | C: -4 | D: -0.1 | E: 0 | F: 0 | G: -6 | H: 1.6
Cc1cc(NC(=O)Cn2c(=O)n(CCCCC(=O)NC3CCN(Cc4ccccc4)CC3)c(=O)c3ccccc32)n[nH]1
  A: -26 | B: -0.2 | C: . | D: . | E: 5 | F: -1 | G: 36 | H: 1.1
O=C(CCCC(=O)N(CC(=O)NC1CCCC1)c1cccc(F)c1)Nc1ccccn1
  A: -9 | B: 0.2 | C: -5 | D: 0.0 | E: 0 | F: 0 | G: 1 | H: -0.8
CCO[C@@H]1OC(C(=O)N2CCN(C)CC2)=C[C@H](c2ccc(C(F)(F)F)cc2)[C@H]1CCCO
  A: -1&-1 | B: 0.0 | C: -8&-8 | D: 0.0 | E: ? | F: -5&2 | G: -11 | H: 1.5&1.9
CN(CCc1ccccc1)C(=O)c1ccc(NC(=O)Cc2cccc(NC(=O)C3CCN(S(=O)(=O)c4cccc([N+](=O)[O-])c4)CC3)c2)cc1
  A: -24 | B: -0.1 | C: 11 | D: -0.1 | E: ? | F: -1 | G: -29 | H: -0.6
COc1ccc(NC(=O)CSCc2cc(=O)n3nc(C4CC4)sc3n2)cc1
  A: -7 | B: 0.0 | C: -11 | D: . | E: 3 | F: 32 | G: 1 | H: -4.9
CCOc1ccc(N(C(=O)C2CCCO2)C2C=CS(=O)(=O)C2)cc1 (configuration not stated)
  A: 3 | B: -0.1 | C: . | D: -0.2 | E: -2 | F: 3 | G: 8 | H: -2.5
COc1ccc(CSCC(=O)N/N=C/c2ccc(OCC(=O)N3CCCCC3)cc2)cc1
  A: -1 | B: . | C: 0 | D: . | E: -8 | F: 2 | G: 0 | H: -6.5
COc1cc(NS(=O)(=O)c2ccc3ccccc3c2)c2ncccc2c1
  A: 4 | B: ? | C: -9 | D: -0.2 | E: 3 | F: -3 | G: . | H: 6.7
CS(=O)(=O)n1nc(OC(=O)c2cccs2)cc1N
  A: -1 | B: 0.0 | C: 3 | D: 0.0 | E: . | F: -1 | G: . | H: 4.3
CCNC(=O)C[C@H]1CC[C@@H]2[C@H](COc3ccc(NC(=O)c4ccccc4Cl)cc3C(=O)N2C)O1
  A: . | B: -0.1 | C: -3 | D: 0.0 | E: -3 | F: . | G: 1 | H: 3.2
O=C(Nc1c2c(nn1-c1ccccc1)CS(=O)(=O)C2)c1ccco1
  A: -2 | B: 0.3 | C: -20 | D: . | E: 0 | F: -2 | G: -7 | H: -0.6
COc1ccc(CNC(=O)CC2C(=O)NCCN2C2Cc3ccccc3C2)cc1 (configuration not stated)
  A: -9 | B: -0.2 | C: 1 | D: -0.3 | E: -5 | F: 4 | G: 19 | H: 1.0
COc1ccc(NC(=O)Nc2ccc3oc(C)nc3c2)cc1
  A: -14 | B: 0.0 | C: . | D: . | E: -4 | F: 3 | G: 10 | H: -0.6
O=C(C[C@@H]1CC[C@@H](NC(=O)CCN2CCCCC2)[C@@H](CO)O1)Nc1ccccc1
  A: -3 | B: -0.1 | C: . | D: -0.4 | E: 3 | F: 1 | G: 3 | H: -1.1
CC(C)(C)C(=O)Nc1ccccc1C(=O)NCCC(=O)Nc1ccccc1
  A: -9 | B: 0.6 | C: -4 | D: -0.2 | E: ? | F: -1 | G: . | H: -5.8
COc1cccc(/C=C2\SC(=N)N(c3ccc(F)cc3)C2=O)c1
  A: -18 | B: 0.2 | C: 0 | D: 0.1 | E: -12 | F: -3 | G: . | H: 0.0
O=C(NCCOc1ccc(Cl)cc1)C1CC(=O)N(c2ccc(F)cc2)C1 (configuration not stated)
  A: -10 | B: . | C: -7 | D: . | E: -11 | F: -2 | G: -26 | H: -2.3
